# F508del corr: correctors of CFTR F508del function in bronchial epithelial cells | CFBE cells, YFP halide quenching; stimulated with forskolin plus potentiator P3; % fluorescence drop versus neutral controls | activity (quench increase), % at 7.58 µM | actives 0.36% (n = 350,000);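 active = mean added fluorescence quench of at least 8% versus neutral control, with both replicates also reaching 8%; inconclusive = only one of the mean or replicate conditions met; inactive = mean below 8% and not both replicates reaching 8%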;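 also: cells transiently co-express mutant CFTR-F508del with the halide-sensitive YFP; corrector assay measuring rescue of mutant channel to the surface after 24 h compound exposure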
# FN deposition inh: fibronectin deposition inhibition; AH1F fibroblasts, Alexa488-fibronectin deposition fluorescence, overnight; inhibition, % at 12.6 µM; actives 0.086% (n = 350,000); AID 743247;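 active = mean inhibition across replicates of 30% or more, regardless of how many single replicates reach that level; inconclusive = mean under 30% yet at least half of replicates reach 30%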;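 also: positive control wells lacked labelled fibronectin entirely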
#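 Material: AH1F fibroblast monolayer depositing Alexa488-labelled fibronectin into matrix | Input: 10000 AH1F cells/well | Medium: DMEM plus 2% serum, read in PBS | Reagent: Alexa488-fibronectin, 24 nM final in well | Compound dosing: One dose per compound, pinned | Schedule: 1 h adhesion, overnight exposure | Measured by: Fluorescence at 485 nm excitation, 525 nm emission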
# INS-1E GSIS act: primary screen for activators of insulin secretion dependent on glucose, INS-1E cells, GLuc reporter luminescence | INS-1E GLuc reporter insulin secretion, 2-3 h | activation, % at 16.6 µM | actives 0.61% (n = 370,000) | AID 743287;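 active = lowest replicate activation of at least 40%, so every replicate reaches that level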;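 also: 0% = median of neutral control wells and 100% = median of IBMX positive control wells; some compounds called inactive have numbers as strong as hits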
# EWS-Fli block: blocks EWS/Fli oncoprotein-driven transcription; actives 0.67% (n = 350,000); inhibition, % at 12.6 µM; AID 651661; A673 NR0B1-luciferase reporter, viability-normalised;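 active = mean inhibition of at least 50% after viability correction, with every replicate also passing that limit; inconclusive = mean reaches 50% but only one of two replicates passes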;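 also: firefly luciferase signal divided by Alamar Blue viability fluorescence both relative to DMSO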
# DENV2 CPE rescue: DENV2-induced cell death inhibition | DENV2-infected cells, cytopathic effect rescue, plate reader | CPE inhibition, % at 9.99 µM | AID 651640 | actives 1.7% (n = 350,000); in the data active = CPE inhibition above about 20%, passing the limit was not always enough; inconclusive = no clear call, values can overlap the other calls; tested in BHK-21 cells;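 also: 0% = median of neutral control wells and 100% = median of positive control wells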
# PAX8 inh HTS: lowers PAX8-driven luciferase in RMG-I cells; RMG-I TPO-luciferase reporter, SteadyGlo, 24 h; AID 652154; actives 1.2% (n = 360,000); inhibition, % at 12.6 µM;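 active = mean replicate inhibition at least 60% with every replicate also reaching 60%; inconclusive = only one of the two criteria is met; inactive = mean below 60% and not all replicates reaching 60%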;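 also: luciferase light reporting Pax8 driven TPO promoter activity; plate controls were median of neutral control wells for no effect and mitoxantrone controls for full effect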
# miR122 inh: inhibitors of miR-122 in Huh7 cells; Huh7 miR-122 Renilla luciferase sensor, 48 h; neutral wells = 0, positive control = 100; activation (reporter increase), % at 12.5 µM; actives 0.3% (n = 340,000);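 active = mean replicate activation score at least 90 and every replicate individually at or above 90; inconclusive = only one of the two criteria met; inactive = neither criterion met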;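 also: higher luciferase means less miR-122 activity so hits act as miR-122 inhibitors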
# * marks the source's active call; other numbers are inactive results; ? = inconclusive; · = no result given; [ ] = dose if it differs, or a comment. Outcome played no part in choosing rows (roughly 3.9% active in at least one column).
no.	Compound	F508del corr	FN deposition inh	INS-1E GSIS act	EWS-Fli block	DENV2 CPE rescue	PAX8 inh HTS	miR122 inh
1	O=C(NC1CC2CCCC(C1)N2Cc1ccco1)NC12CC3CC(CC(C3)C1)C2 (configuration not stated)	·	2	·	·	·	1	1
2	C[C@@H]1CN([C@H](C)CO)S(=O)(=O)c2ccc(C3=CCCC3)cc2O[C@H]1CN(C)C(=O)C1CC1	-2.1	3	-2	2	·	·	10[16.7 µM]
3	C[C@@H]1CN([C@H](C)CO)S(=O)(=O)c2ccc(C#CC(C)(C)O)cc2O[C@H]1CN(C)CC1CC1	-3.8	·	1	7	10	·	2[16.7 µM]
4	Cc1ccc(NC(=S)N2CCN(C(=O)c3ccccc3)CC2)c(C)c1	2.4	5	15	-1	-1	4	·
5	CC[C@]12c3[nH]c4ccc(OC)cc4c3CCN1C(=O)C(CC(=O)NCCc1ccccn1)C[C@@H]2C(=O)N1CCN(C(=O)C2CC2)CC1 (some centres not stated)	-0.3	-2	3	-12	?	-12	-2
6	CC1Cc2ccccc2N1C(=O)CCS(=O)(=O)c1ccc2c(c1)NC(=O)CS2 (configuration not stated)	0.3	7	24	·	3	20	3
7	O=c1oc(-c2cc3ccccc3o2)nc2sc3c(c12)CCCC3	2.2	·	1	-176	-4	·	0
8	COc1cc(/C=N/NC(=O)c2cccnc2)ccc1OCC(=O)Nc1c(C)cc(C)cc1C	·	-5	9	·	·	17	-1
9	C/C(=N\NC(=O)c1cccnc1)c1ccc(C)c([N+](=O)[O-])c1	2.7	3	11	9	·	-1	·
10	O=C(CC1C(=O)NCCN1Cc1ccccn1)NCCc1ccccc1F (configuration not stated)	-1.8	-8	-19	-13	-2	-13	6
11	COc1ccc(N2CCN(C(=S)Nc3ccc(C)cc3)CC2)cc1	-2.8	5	-26	-20	6	-20	·
12	COC(=O)c1cccc(NC(=O)CSc2nc(=O)cc(N)n2-c2ccccc2)c1	·	12	·	·	·	18	-9
13	Cc1ccc(OCc2ccc(C(=O)Nc3nc4ccccc4n3C)o2)c([N+](=O)[O-])c1	-0.7	0	4	1	-2	50	-6
14	O=C(COc1ccc(Cl)cc1)NCc1nnc(SCC(=O)NCC2CCCO2)o1 (configuration not stated)	1.6	1	2	-12	-4	5	3
15	C=CCn1c(C)nnc1SCC(=O)N1CCN(S(=O)(=O)c2ccccc2)CC1	-0.6	-2	51	3	-8	0	-5
16	Cc1nc2c(-c3ccc(F)cc3)c(C)nn2c(C)c1CCC(=O)N1CCOCC1	1.1	·	18	7	-5	2	-4

# Quoted at random: 2 records from the list.
no.	Compound	F508del corr	FN deposition inh	INS-1E GSIS act	EWS-Fli block	DENV2 CPE rescue	PAX8 inh HTS	miR122 inh
15	C=CCn1c(C)nnc1SCC(=O)N1CCN(S(=O)(=O)c2ccccc2)CC1	-0.6	-2	51	3	-8	0	-5
10	O=C(CC1C(=O)NCCN1Cc1ccccn1)NCCc1ccccc1F (configuration not stated)	-1.8	-8	-19	-13	-2	-13	6

# Next records follow.
no.	Compound	F508del corr	FN deposition inh	INS-1E GSIS act	EWS-Fli block	DENV2 CPE rescue	PAX8 inh HTS	miR122 inh
17	COc1cccc(-c2ccc3c(c2)O[C@H](CN(C)C(=O)C2CC2)[C@H](C)CN([C@H](C)CO)S3(=O)=O)c1	-5.0	·	-12	0	1	·	-8[16.7 µM]
18	Cn1c(=O)oc2cc(S(=O)(=O)N3CCC(C(=O)NCC4COc5ccccc5O4)CC3)ccc21 (configuration not stated)	-0.4	4	6	6	-6	-13	-6
19	COc1ccc(NC(=O)N2CC3(C2)CN(C(=O)C2CCC2)[C@@H](CO)c2c3c3ccc(OC)cc3n2C)cc1	0.4	·	-21	7	-9	-17	·
20	C[C@@H]1CN([C@H](C)CO)C(=O)c2cc(NC(=O)CCC(F)(F)F)ccc2O[C@H]1CN(C)C(=O)Nc1ccc2c(c1)OCO2	1.3	·	7	-5	12	-9	6[16.7 µM]
21	COc1ccc(C2CC(c3cccs3)=NN2C(=O)c2ccccc2)cc1OC (configuration not stated)	-2.9	6	5	-3	5	-2	·
22	Cc1cc(=O)[nH]c(SCC(=O)NCC2CCCO2)n1 (configuration not stated)	-3.6	-4	4	0	-1	6	·
23	CC(=N)c1c(O)cc(C)oc1=O	0.2	10	·	-5	6	2	-6
24	COC(=O)c1ccc(-c2ccc([C@H]3[C@H]4C=CC[C@@H](C)[C@@H]4C(=O)N3Cc3ccccc3)c(F)c2)cc1	-8.6	0	-2	17	0	19	·
25	O=C(NC[C@@H]1[C@@H](c2ccccc2)[C@@H](CO)N1CC1CCCC1)c1ccccc1	2.6	·	-2	6	3	6	6[16.7 µM]
26	CCN(CC(=O)Nc1ccc(NC(C)=O)cc1)C(=O)c1ccccc1SCC(=O)N1CCCC1	-1.3	2	9	-2	3	8	·
27	Cc1cccnc1NC(=O)c1ccc2c(c1)NC(=O)C(C)S2 (configuration not stated)	2.9	-6	13	-12	7	-12	-4
28	CCCCn1c(=N)c(S(=O)(=O)c2ccc(Br)cc2)cc2c(=O)n3cccc(C)c3nc21	-1.0	-3	10	-13	2	-8	-7
29	CCCNC(=O)N1[C@@H](C#N)[C@H](c2ccc(C3=CCCCC3)cc2)[C@@H]1CO	-4.9	10	-15	15	1	3	·
30	CCOc1ccc(Nc2cc(C)nc3c(C)cccc23)cc1	-9.6	1	·	-3	8	-8	-3
31	C[C@H](CO)N1C[C@H](C)[C@H](CN(C)C)Oc2cc(C#CC3CCCCC3)ccc2S1(=O)=O	-0.7	-3	-20	4	1	·	17[16.7 µM]
32	Cc1nc(Cl)c2c(n1)NC1=C(O2)C(=O)CCC1	-1.7	2	11	-10	-5	-6	·
33	CC(C(=O)NC1CCCC1)n1c(-c2ccccn2)nc2ccccc21 (configuration not stated)	2.5	6	·	1	12	-10	·
34	COC1=CC(=O)OC(c2cccc(OC)c2)C1 (configuration not stated)	1.6	8	38	-4	-9	-8	·
35	COc1ccc(CNc2ccc(Cl)cc2)cc1Cn1ccnc1	3.5	7	-8	0	7	17	1
36	CS(=O)(=O)c1ccc(Cl)c(NC(=O)Cc2ccccc2F)c1	1.0	-2	·	-1	4	10	-2
37	CC(=O)Oc1cccc(C(=O)Nc2c[nH]c(=O)[nH]c2=O)c1	-1.2	7	35	-3	2	13	-3
38	Cc1cccc(C2C3=C(CCCC3=O)N=C3c4ccccc4C(=O)C32)c1 (configuration not stated)	-1.2	6	-35	6	-1	37	-2
39	Cn1c(N)c(-c2nc3cccnc3n2C)sc1=S	-3.6	-1	·	-29	-4	-2	·
40	COCC(=O)N(C)C[C@@H]1Oc2ncc(C#Cc3ccc(F)cc3)cc2C(=O)N([C@@H](C)CO)C[C@@H]1C	-3.1	1	11	-23	6	·	-11[16.7 µM]

# Brought forward from above: six compounds; new compounds follow.
no.	Compound	F508del corr	FN deposition inh	INS-1E GSIS act	EWS-Fli block	DENV2 CPE rescue	PAX8 inh HTS	miR122 inh
35	COc1ccc(CNc2ccc(Cl)cc2)cc1Cn1ccnc1	3.5	7	-8	0	7	17	1
36	CS(=O)(=O)c1ccc(Cl)c(NC(=O)Cc2ccccc2F)c1	1.0	-2	·	-1	4	10	-2
37	CC(=O)Oc1cccc(C(=O)Nc2c[nH]c(=O)[nH]c2=O)c1	-1.2	7	35	-3	2	13	-3
38	Cc1cccc(C2C3=C(CCCC3=O)N=C3c4ccccc4C(=O)C32)c1 (configuration not stated)	-1.2	6	-35	6	-1	37	-2
39	Cn1c(N)c(-c2nc3cccnc3n2C)sc1=S	-3.6	-1	·	-29	-4	-2	·
40	COCC(=O)N(C)C[C@@H]1Oc2ncc(C#Cc3ccc(F)cc3)cc2C(=O)N([C@@H](C)CO)C[C@@H]1C	-3.1	1	11	-23	6	·	-11[16.7 µM]
41	CCN(CC(=O)Nc1c(F)cccc1F)C(=O)C1(c2ccccc2)CC1	0.2	-6	2	5	2	58	-3
42	CCCN1C[C@@H](C)[C@H](OC)CN(C)C(=O)c2cc(NC(=O)c3cnccn3)ccc2OC[C@@H]1C	-1.4	-10	-2	-3	1	·	·
43	C=C[C@H](Cc1ccccc1)N(Cc1ccccc1)S(=O)(=O)N(Cc1ccccc1)[C@H](C=C)Cc1ccccc1	3.9	14	2	28	-8	3	·
44	COc1ccccc1NC(=O)CCSc1nc(C)cc(C)n1	-0.2	-1	12	3	-5	11	·
45	O=C(C[C@@H]1C[C@H]2c3cc(NC(=O)C4CCC4)ccc3O[C@H]2[C@@H](CO)O1)NCc1cccc(F)c1	0.3	·	10	4	-3	-46	5[16.7 µM]
46	COc1ccccc1N1CCN(C(=O)c2cc(-c3ccc(F)cc3)[nH]c2C)CC1	-2.3	-10	18	18	-7	15	1
47	COc1ccc([N+](=O)[O-])cc1NCC(=O)Nc1cc(S(=O)(=O)N2CCCCC2)ccc1C	1.8	-14	-5	17	-1	-1	16
48	CCOC(=O)NS(=O)(=O)c1ccc(CCNC(=O)c2cc(C)on2)cc1	·	-8	-3	·	·	-1	-1
49	Cc1ccc(O)c(CNc2cccc3cccnc23)c1	-2.0	·	3	-17	0	21	·
50	COCC#Cc1cnc2c(c1)C(=O)N([C@@H](C)CO)C[C@H](C)[C@@H](CN(C)C(=O)c1cccnc1)O2	-4.9	-4	15	-2	-7	·	-2[16.7 µM]
51	CC12CCC(C(=O)N3CCN(C(c4ccccc4)c4ccccc4)CC3)(OC1=O)C2(C)C (configuration not stated)	·	-2	·	·	·	11	-7
52	O=C(COC(=O)C12CC3CC(CC(O)(C3)C1)C2)Nc1ccc(Cl)c(S(=O)(=O)N2CCOCC2)c1	-3.1	4	0	-6	-1	-3	-10
53	COc1ccc(NC(=O)CSc2ccc3nnc(-c4ccccn4)n3n2)cc1	-1.2	3	7	·	-1	12	·
54	O=C(CN1C(=O)NC(CCc2ccccc2)C1=O)Nc1cccc(Br)c1 (configuration not stated)	3.4	1	-41	6	7	7	5
55	O=C(COc1cccnc1[N+](=O)[O-])Nc1cccc(S(=O)(=O)N2CCOCC2)c1	-0.3	·	-6	6	·	22	·
56	CC(=O)c1ccc(S(=O)(=O)N2CCN(CC#N)CC2)cc1	0.2	-6	3	7	1	15	2
57	O=S(=O)(Nc1ccccn1)c1ccc(Cl)c2ccccc12	-0.1	-21	1	-8	-4	-6	33
58	CN(C(=O)c1ccccc1Cl)C1CCCCC1	·	-2	8	·	·	·	-30
59	CCOC(=O)C1=C(C)N=C2SC=C(C)N2C1c1ccc(OC)cc1 (configuration not stated)	6.1	-8	16	8	3	20	·
60	O=C(NC1CCCC1)[C@H]1[C@H](CO)[C@H]2Cn3c(ccc(-c4cccc(F)c4)c3=O)[C@@H]1N2	-1.0	·	-2	0	·	-11	-5[16.7 µM]
61	O=C(C1CCN(c2ncnc3c2sc2cccc(F)c23)CC1)N1CCOCC1	0.5	-4	·	-1	?	27	2
62	CN(C)CC(=O)N1CCCCN2[C@H](C1)[C@@H](c1ccc(/C=C/c3ccccc3)cc1)[C@@H]2CO	-13	·	30	18	-26	52	8[16.7 µM]
63	Cc1cccc(C)c1OCC(O)CN1CCN(c2ccccc2)CC1 (configuration not stated)	4.8	·	-17	8	8	2	0
64	C[C@H]1CN([C@@H](C)CO)C(=O)c2cccc(N(C)C)c2O[C@H]1CN(C)Cc1ccc(C(=O)Nc2ccccc2N)cc1	4.0	-1	7	38	12	30	55[16.7 µM]

# Assay outcomes deposited in PubChem BioAssay by Broad Institute.
